High-throughput results deposited in PubChem by National Center for Advancing Translational Sciences (NCATS).
AmpC inh detg = AmpC beta-lactamase inhibition with detergent present; AmpC hydrolysis of nitrocefin, absorbance 480 nm, 0.01% Triton; actives 0.041% (n = 370,000); Potency, µM (series often up to 114 µM), for inactives: at the top dose activity change, negative = inhibition, most hits filed as inhibitors; AID 485294;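 further: potency means the concentration at half of the fitted maximal effect; 0% = no-compound wells and -100% = no-enzyme wells; nearly all actives have a fitted effect of over 25% in size; some results filed as inactive show a strong effect at the top dose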
Target sequence (P00811 whole entry, looked up): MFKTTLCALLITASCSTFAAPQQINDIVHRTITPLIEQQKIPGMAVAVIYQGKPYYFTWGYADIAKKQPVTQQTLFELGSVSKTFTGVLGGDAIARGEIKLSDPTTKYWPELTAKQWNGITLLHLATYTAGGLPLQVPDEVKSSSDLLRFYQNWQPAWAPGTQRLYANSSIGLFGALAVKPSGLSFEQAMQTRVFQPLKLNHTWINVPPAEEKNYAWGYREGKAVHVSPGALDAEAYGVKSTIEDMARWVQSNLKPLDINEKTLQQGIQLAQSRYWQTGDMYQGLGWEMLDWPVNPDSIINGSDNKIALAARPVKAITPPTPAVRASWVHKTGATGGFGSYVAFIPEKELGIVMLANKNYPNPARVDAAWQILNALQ
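AmpC (5.3 nM in the dispensed reagent) in 20 mM phosphate pH 7.0 with 0.01% (detergent screen) or 0.0001% Triton X-100 was preincubated with compounds for 15 min at room temperature. Nitrocefin was then added from an 800 uM solution, and hydrolysis was followed at 480 nm.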
LmPK inh = LmPK (Leishmania mexicana) enzyme inhibition; Q27686; purified LmPK, Kinase-Glo ATP luminescence, 1 h; Potency, µM (highest dose often 57.5 µM), without a hit: top-dose activity change, negative = inhibition, actives largely listed as inhibitors; actives 0.37% (n = 290,000); further: potency means the concentration at half of the fitted maximal effect
Target sequence (Q27686 whole entry, looked up): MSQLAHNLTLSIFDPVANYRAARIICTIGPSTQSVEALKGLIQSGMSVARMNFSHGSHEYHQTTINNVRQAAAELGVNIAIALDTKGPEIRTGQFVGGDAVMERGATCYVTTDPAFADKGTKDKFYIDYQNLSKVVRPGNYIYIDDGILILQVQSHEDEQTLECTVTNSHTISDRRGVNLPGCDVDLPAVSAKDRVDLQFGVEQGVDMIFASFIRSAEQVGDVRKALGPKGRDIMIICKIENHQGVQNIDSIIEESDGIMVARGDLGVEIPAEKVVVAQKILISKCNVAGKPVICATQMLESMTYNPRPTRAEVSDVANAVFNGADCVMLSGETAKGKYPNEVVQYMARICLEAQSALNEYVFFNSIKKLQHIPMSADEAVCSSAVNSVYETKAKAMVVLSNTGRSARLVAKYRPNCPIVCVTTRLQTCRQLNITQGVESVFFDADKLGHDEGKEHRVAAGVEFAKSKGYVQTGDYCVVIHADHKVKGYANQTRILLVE
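Purified LmPK (0.1 nM) with 0.5 mM PEP and 0.1 mM ADP in imidazole buffer pH 7.2 with MgCl2/KCl, 1 h at room temperature. ATP formed was read by luciferase luminescence and normalized to no-enzyme and uninhibited controls.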
TbPYK inhibitor = inhibitors of Trypanosoma brucei pyruvate kinase | TbPYK enzyme, Kinase-Glo Plus ATP luminescence, 45 min | Potency, µM (top dose mostly 76.8 µM), inactives show top-dose activity, negative = inhibition, most hits filed as inhibitors | actives 0.12% (n = 410,000) | AID 624173; further: potency means the concentration at half of the fitted maximal effect; nearly all actives have a fitted effect of over 50% in size
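Luminescence from Kinase-Glo Plus, added after a 45-minute room-temperature reaction, served as the end-point read-out. The enzyme and substrate were preincubated with compound before ADP (130 uM final) initiated turnover. Concentration-effect curves came from normalized qHTS data.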
AmpC inh no detg = AmpC beta-lactamase inhibition without detergent | P00811 | AmpC nitrocefin hydrolysis, absorbance 480 nm, 0.0001% Triton | Potency, µM (doses to about 57.1 µM), for inactives: at the highest dose activity change, negative = inhibition, most hits filed as inhibitors | actives 0.52% (n = 330,000) | AID 485341;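 further: potency means the concentration at half of the fitted maximal effect; plate controls were no compound for no effect and no enzyme for full effect; nearly all actives have a fitted effect of over 20% in size; some results filed as inactive show a strong effect at the top dose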
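AmpC (5.3 nM in the dispensed reagent) in 20 mM phosphate pH 7.0 with 0.01% (detergent screen) or 0.0001% Triton X-100 was preincubated with compounds for 15 min at room temperature. Nitrocefin was then added from an 800 uM solution, and hydrolysis was followed at 480 nm.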
HCMV inh = blocks human cytomegalovirus replication. actives 4.5% (n = 410,000). AID 1259415. activity change, negative = inhibition, % at 57.5 µM. HFF cells, HCMV-luciferase reporter, 72 h; hits give low values; in the data active means activity change below about -60%; inconclusive means no clear call, values can overlap the other calls; inactive means above about -39%
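Cell-based, HFFs, 1000 cells/well, 16 h 37C; cpds in DMSO + HCMV-luc, MOI 1 PFU/cell; 72 h 37C; OneGlo luminescence after 5 min RT; norm. to buffer vs Salinomycin 10uM.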
Sm TGR inh = blocks Schistosoma mansoni thioredoxin glutathione reductase; purified TGR, DTNB reduction, TNB absorbance 405 nm; Potency, µM (top dose mostly 114 µM), for the others: at the highest dose activity change, negative = inhibition, usual class: inhibitors; actives 3% (n = 360,000); AID 485364; further: potency means the concentration at half of the fitted maximal effect; nearly all actives have a fitted effect of over 60% in size
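TGR 20 nM + NADPH 100 uM (dispensed conc.), cpd preinc 15 min RT; start with NADPH (500 uM addition) then DTNB (15 mM addition). Kinetic TNB absorbance, 405 nm filter. Four-parameter Hill fit across titration.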
AMA1 RON2 block = inhibitors of Plasmodium falciparum AMA1-RON2 interaction; AlphaScreen AMA1-biotinylated RON2 peptide binding; Potency, µM (doses to about 58.2 µM), inactives show at the highest dose activity change, negative = inhibition, hits mostly inhibitors; actives 0.2% (n = 360,000); AID 720542;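 further: potency means the concentration at half of the fitted maximal effect; 0% = vehicle wells and -100% = peptide control; nearly all actives have a fitted effect of over 45% in size; some results filed as inactive show a strong effect at the top dose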
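AMA1 (3D7) with his tag at 25 nM final met compounds first, then biotinylated RON2 peptide at 25 nM; detection used donor plus acceptor beads, 10 µg/mL apiece, read by AlphaScreen after 30 min at room temperature.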
The depositor's hits bear a star; ? = inconclusive; / = not tested or not shown; [ ] = remark or other dose. Unless noted, the call rests on the fitted dose curve; in most records, active means well fitted curve in the direction sought with a large enough effect; inconclusive means small, poorly fitted or top-dose-only effect, or another doubt; inactive means no such curve, though single readings can be large; an effect the other way counts as inactive or inconclusive. Unless noted, on the % scale 0 is the no-effect control and ±100 the full control effect.

| Structure | AmpC inh detg | LmPK inh | TbPYK inhibitor | AmpC inh no detg | HCMV inh | Sm TGR inh | AMA1 RON2 block |
| --- | --- | --- | --- | --- | --- | --- | --- |
| O=C(COC(=O)Cc1c(Cl)cccc1Cl)NCC1CCCO1 (stereo unspecified) | 8% | 2% | -6% | 5% | 0 | 0% | 9% |
| CC(C)(C)c1ccc(S(=O)(=O)NNC(=O)c2cc3ccccc3[nH]2)cc1 | 0% | 5% | 0% | -26% | 159 | -39% | 5% |
| Cc1ccc(C2C(C#N)=C(N)OC3=C2C(=O)CC(C)(C)C3)s1 (stereo unspecified) | -3% | -2% | 0% | -20% | 0 | 3% | 4% |
| Cc1cc(C)cc(NC(=O)CSc2nnc(-c3ccncc3)o2)c1 | ? | / | 1% | -13% | -3 | -2% | 1% |
| CCOC(=O)c1noc(C)c1C(=O)Nc1nc(C)cc(C)n1 | 4% | -2% | -1% | -6% | -12 | 9% | 3% |
| O=c1c(Cc2c(F)cccc2Cl)c(O)ccn1C1CC1 | ? | 0% | 3% | -2%[2.29 µM] | -30 | 12% | -7% |
| CCOC(=O)N1CCN(C(=O)CN(Cc2ccccc2)S(C)(=O)=O)CC1 | 5% | -1% | 2% | ? | 53 | 1% | 0% |
| CN(C)S(=O)(=O)c1ccc(N2CCCC2)c(C(=O)N2CCN(S(=O)(=O)c3ccccc3F)CC2)c1 | ? | / | 2% | 103%[activator] | -9 | 0% | -8% |
| CN(CCC#N)C(=O)COC(=O)c1ccccc1OCc1ccccc1Cl | 8% | -6% | 2% | 132%[activator] | 12 | -2% | -13% |
| CCNC(=O)N(C)C[C@H]1N[C@@](CC)(C(=O)OC)[C@H]2C(=O)N(C)C(=O)[C@@H]12 | / | / | 4% | -14% | 10 | / | 4% |
| CC(=O)OCC=C1CCC2C3CCC4=CC(=O)CCC4(C)C3C(O)CC12C (stereo unspecified) | / | / | 2% | / | ? | / | 25% |
| COC(=O)c1cccc(N2CCCC2=O)c1 | 9% | 0% | -1% | -12% | -17 | 24% | 9% |
| O=C(COC(=O)/C=C/c1ccc([N+](=O)[O-])cc1)NCc1cccs1 | / | / | 7% | -18% | 10 | / | -12% |
| COc1ccc(-c2cn3c(n2)CCC3)cc1 | -12% | -12% | -3% | 0% | 44 | -4% | -8% |
| Cc1cc(C(=O)OCC(=O)NC2CCCCC2C)c2ccccc2n1 (stereo unspecified) | / | / | 10% | 1% | 2 | / | 8% |
| CC(=O)OC1COC(N2CCc3ccccc32)C(OC(C)=O)C1OC(C)=O (stereo unspecified) | -9% | 1% | 7% | -44% | 98 | -14% | -2% |
| Cc1ccc(-c2nc3ccc(Br)cn3c2Cc2ccsc2)cc1 | / | / | -8% | / | 97 | / | 1% |
| COc1cccc(CNC(=O)c2c(C)oc3nc(C)nc(N4CCOCC4)c23)c1 | 23% | / | -2% | / | -13 | 10% | / |
| COc1cc(OC)cc(C(=O)NCc2n[nH]c(=S)n2-c2ccccc2)c1 | -13% | 0% | ? | -2% | 2 | -7% | 22% |
| CC(=O)NCCC(=O)Nc1cc(F)ccc1C | -14% | -1% | -9% | -15% | 8 | -25% | 7% |
| Cc1ccccc1NC(=O)CCC(=O)N/N=C/c1cc([N+](=O)[O-])ccc1O | -12% | 0% | 1% | 1% | 1 | 4% | 20% |
| COc1cc(/C=N/N2CCN(C3c4ccccc4-c4ccccc43)CC2)cc(OC)c1O | -3% | 2% | -8% | 9% | -31 | -31% | -21% |
| Cc1nnc(C)c2c(C)n(C(c3ccccc3)c3ccccc3)c(C)c12 | -4% | 5% | 1% | 37% | -6 | ? | -5% |
| COC(=O)C1C(c2ccccc2)C=CC(c2ccccc2)C1C(=O)O (stereo unspecified) | -8% | 1% | -6% | -33% | 0 | -11% | -10% |
| COc1cc(C(C)=O)ccc1OCC(=O)NCCCn1nc(C)cc1C | / | / | 7% | 9% | 49 | / | 4% |
| COc1cccc(NC(=O)COc2ccc(S(=O)(=O)NC(C)C)cc2)c1 | -1% | -3% | ? | -12% | 10 | 4% | 12% |
| O=C1OC[C@@H]2CCCN2C(=O)[C@H](CC(=O)N(CCO)Cc2ccccc2)C/C=C\CC[C@@H]1Cc1ccc(F)cc1 | / | / | 0% | 214%[activator] | 14 | / | -4% |
| COc1cc(OC)cc(-c2nc3nc(C)c(CCC(=O)Nc4ccc(C)cc4C)c(C)n3n2)c1 | -1% | / | -3% | / | 11 | 5% | / |
| CCOc1ccc(N2CC(C(=O)Nc3ccccc3N3CCCC3)CC2=O)cc1 (stereo unspecified) | -4% | -4% | -10% | 36% | -12 | -10% | -5% |
| Cc1ccc(C(=O)Nc2nc(C)c(C(=O)Nc3ccc4c(c3)CCC4)s2)cc1 | -11% | -4% | -10% | -27% | ? | -3% | -10% |
| COc1ccc(/C=C/CN2CCC(n3nccc3NC(=O)C3CCCC3)CC2)cc1 | -4% | 8% | -6% | 39% | -39 | 0% | 2% |
| O=C(O)C1CC(=O)N(C2CCCCCC2)C1 (stereo unspecified) | -7% | -11% | -5% | -37% | 11 | 48% | 3% |
| Cc1nnc(SCC(=O)c2ccc(S(=O)(=O)N3CCOCC3)cc2)n1-c1ccccc1 | -1% | 0% | ? | 81%[activator] | 11 | ? | -4% |
| COc1ccc(-c2nnn(CC(=O)N(CC(=O)NCCC(C)C)c3ccccc3)n2)cc1OC | -9% | 1% | -1% | 62%[activator] | 39 | 0% | 3% |
| CC(C)[C@H](NC(=O)N1CC(=O)Nc2ccccc21)C(=O)N1CCC[C@H]1C(=O)O | ? | 8% | 2% | -16% | 28 | -9% | 0% |
| CCc1ccc(/C=C2\SC(=S)N(CCCC(=O)NCCCN3CCOCC3)C2=O)cc1 | / | / | -4% | / | -7 | / | -2% |
| O=C(CSc1n[nH]c(-c2cccs2)n1)N1CCOCC1 | / | / | 4% | -14% | 15 | / | 5% |
| Cc1sc(NC(=O)/C=C/c2ccco2)c(C(=O)OC(C)C)c1C | 1% | -3% | 2% | -17% | 1 | ? | -1% |
| COc1ccc(NC(=O)CSc2ccc(-c3sc(C)nc3C)nn2)cc1OC | 2% | -2% | 3% | 96%[activator] | -26 | -19% | 2% |
| COc1ccc(NC(=O)CN(C)CC(=O)Nc2ccccc2SC)cc1 | 4% | -8% | -20% | -6% | -6 | -2% | -14% |
| CCOc1cc(N2CCOCC2)c(OCC)cc1NC(=O)COC(=O)CCOc1ccc(C(C)(C)C)cc1 | -8% | / | -5% | 0% | 3 | -9% | -7% |
| O=C(O)c1cc2cc(Cl)cc(Cl)c2oc1=O | -10% | -1% | -4% | -51% | -3 | -16% | -12% |
| NC(=O)CNC(=O)c1ccc(Cl)cc1 | -12% | 3% | -3% | 55% | -4 | -6% | -18% |
| O=C(c1ccc2ccccc2c1)N1CCN(c2ccc(C(F)(F)F)cn2)CC1 | -4% | 3% | -2% | 6% | -1 | 6% | -1% |
| COc1ccc(OCC(=O)Nc2ccc(N3CCCCC3)cc2)cc1 | -12% | -4% | 0% | -26% | -21 | / | -2% |
| COc1ccc(C)cc1Nc1n[n+](C)c(-c2c3ccccc3cc3ccccc23)s1 | -5% | 0% | -11% | -27% | -35 | ? | -12% |
| Cc1ccc2oc(C(=O)N(C)CCC(O)c3ccccc3)c(C)c2c1 (stereo unspecified) | ? | -2% | -3% | 53% | 21 | -13% | 4% |
| Cc1ccc(C(=O)N2CCCC2)cc1S(=O)(=O)N1CCOCC1 | 6% | -4% | -1% | -12% | 70 | -18% | 3% |
| O=S(=O)(/N=C(/Nc1nccs1)c1ccc(F)cc1)c1ccccc1 | / | / | 2% | -18% | -26 | / | -8% |
| COc1ccc(C(=O)N2CC3(CC(c4cccc(NC(=O)COc5ccc(Cl)cc5)c4)=NO3)C[C@@H]2C(N)=O)cc1 (stereo partly specified) | -5% | 3% | 1% | 163%[activator] | -20 | -5% | -2% |
| COc1cccc2cc(C(=O)Nc3cccnc3N3CCOCC3)c(=O)oc12 | 0% | 1% | 4% | -12% | 0 | -1% | 13% |
| CC(=O)Nc1ccc(NC(=O)CSc2ccc(-c3sc(C)nc3C)nn2)cc1 | 2% | -4% | -1% | -20% | 48 | ? | -20% |
| CSc1ncc(C(=O)N2CCN(c3cccc(C(F)(F)F)c3)CC2)c(C)n1 | 1% | / | -4% | / | -28 | 4% | / |
| Cc1ccc(NC(=O)C2CCCO2)cc1[N+](=O)[O-] (stereo unspecified) | -8% | -5% | -11% | -5% | -3 | 2% | 20% |
| Cc1cc(C)cc(N=Cc2c(O)c3ccccc3oc2=O)c1 | 3% | -4% | -4% | -15% | 25 | 3% | 6% |
| O=C(COC(=O)c1cc(S(=O)(=O)N2CCOCC2)ccc1Cl)Nc1ccc(Cl)cn1 | / | / | 2% | / | -11 | / | 8% |
| Cc1cc(-c2cccc([N+](=O)[O-])c2)nc2ccc3ccccc3c12 | -1% | 2% | 0% | -4% | 58 | -28% | -1% |
| CC(=O)c1cc(CC=C(C)C)c(O)cc1O | -12% | -4% | -16% | -39% | -32 | -5% | 25% |
| C/C(=N\Nc1ccc(S(=O)(=O)N2CCCCC2)cn1)c1ccc(O)cc1 | -1% | / | -8% | -35% | -21 | 0% | -8% |
| CC(=O)NCCOC(=O)c1nn(Cc2ccccc2)c(=O)c2ccccc12 | -2% | 2% | -6% | -8% | -10 | -2% | 1% |
| CC(=O)Nc1cc(-c2cccc(C(=O)NCCO)c2)cn2c(-c3ccc(F)c(Cl)c3)cnc12 | / | / | 1% | / | -7 | / | 23% |
| CCCCCCCCN1[C@@H](CC(=O)OCC)c2cc(F)ccc2S1(=O)=O | / | / | 5% | / | -2 | / | 58%[activator] |

As a working copy, three of the compounds above:
| Structure | AmpC inh detg | LmPK inh | TbPYK inhibitor | AmpC inh no detg | HCMV inh | Sm TGR inh | AMA1 RON2 block |
| --- | --- | --- | --- | --- | --- | --- | --- |
| COc1ccc(C(=O)N2CC3(CC(c4cccc(NC(=O)COc5ccc(Cl)cc5)c4)=NO3)C[C@@H]2C(N)=O)cc1 (stereo partly specified) | -5% | 3% | 1% | 163%[activator] | -20 | -5% | -2% |
| COc1cccc2cc(C(=O)Nc3cccnc3N3CCOCC3)c(=O)oc12 | 0% | 1% | 4% | -12% | 0 | -1% | 13% |
| CC(=O)Nc1ccc(NC(=O)CSc2ccc(-c3sc(C)nc3C)nn2)cc1 | 2% | -4% | -1% | -20% | 48 | ? | -20% |
